Compound activity deposited in PubChem by The Scripps Research Institute Molecular Screening Center.
CHRM4 agonist – CHRM4 agonism in calcium assay; 360,000 tested, 0.14% active; P08173; activation, % at 3 µM; CHO-K1 hM4/Gqi5, Fluo-8 calcium fluorescence; vehicle 0%, full acetylcholine response 100%;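 active = activation above the run mean over all test wells plus 3 SD, cut at about 32% in these data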;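 also: peak over basal fluorescence ratio per well then scaled between controls; 0% = DMSO wells and 100% = acetylcholine at EC100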
Target sequence (P08173 whole entry, looked up): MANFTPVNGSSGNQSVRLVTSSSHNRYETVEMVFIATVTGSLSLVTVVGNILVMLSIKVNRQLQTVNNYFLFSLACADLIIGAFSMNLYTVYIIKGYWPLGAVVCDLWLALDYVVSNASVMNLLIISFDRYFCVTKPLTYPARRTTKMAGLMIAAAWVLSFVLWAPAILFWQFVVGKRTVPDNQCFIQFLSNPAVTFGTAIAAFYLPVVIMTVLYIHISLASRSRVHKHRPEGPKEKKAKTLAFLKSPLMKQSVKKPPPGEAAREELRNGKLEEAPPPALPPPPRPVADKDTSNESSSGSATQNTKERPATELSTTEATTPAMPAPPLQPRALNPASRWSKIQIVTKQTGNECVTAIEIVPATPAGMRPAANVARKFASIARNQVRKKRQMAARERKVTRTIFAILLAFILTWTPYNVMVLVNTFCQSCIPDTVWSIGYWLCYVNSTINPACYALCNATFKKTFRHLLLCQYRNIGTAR
CHO parental Ca – signal in parental CHO cells, OX1R antagonist counter-screen; parental CHO-K1, ATP-induced calcium, Fluo-8 fluorescence; inhibition, % at 5.6 µM; 330,000 tested, 0.63% active; AID 463079;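 active = inhibition above that plate's mean sample inhibition plus 3 SD, cut at about 26% in these data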;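 also: 0% = ATP-challenged DMSO wells and 100% = DMSO wells without ATP; some compounds past the cut are filed as inactive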
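Test system: parental CHO cells; detection: calcium-sensitive Fluo-8 fluorescence; evaluation: percent inhibition of calcium signal; also added: ATP as calcium-mobilizing challenge; repeats: one well per compound; control set: ATP-challenged DMSO wells low, unchallenged DMSO wells high; compound: single nominal dose of 5.6 µM per compound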
M1 ag parental – M1 agonist counterscreen hit in parental CHO-K1 cells; Fluo-8 calcium fluorescence; scaled to maximal ATP response, vehicle zero; activation, % at 3 µM; 360,000 tested, 0.48% active; in the data active = activation above about 15%;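 also: untransfected CHO-K1 host cells lacking M1 receptor as counterscreen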
M1 antag – antagonists of human M1 muscarinic receptor | inhibition, % at 3 µM | P11229 | 360,000 tested, 1.3% active | CHO-K1 hM1, Fluo-8 calcium fluorescence, ACh EC80 antagonist;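 active = percent inhibition above its own plate's cutoff, namely the mean of that plate's compound wells plus 3 SD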;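 also: peak over basal fluorescence ratio during 140 s after agonist addition; 0% = ACh EC80 plus DMSO and 100% = DMSO alone without agonist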
OXTR potentiator – potentiators of human oxytocin receptor. CHO-OTR cells, Fluo-8 calcium fluorescence, potentiator mode; 0% = oxytocin EC15, 100% = EC100. activation, % at 3 µM. 320,000 tested, 0.061% active. P30559. AID 2445;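 active = activation above that plate's cutoff, the mean activation of tested compounds plus 3 SD, cut at about 6.6% in these data, passing the limit was not always enough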;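 also: 100% uses oxytocin at 75 nM as the full agonist control; some results filed as inactive read as strong as hits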
Target sequence (P30559 whole entry, looked up): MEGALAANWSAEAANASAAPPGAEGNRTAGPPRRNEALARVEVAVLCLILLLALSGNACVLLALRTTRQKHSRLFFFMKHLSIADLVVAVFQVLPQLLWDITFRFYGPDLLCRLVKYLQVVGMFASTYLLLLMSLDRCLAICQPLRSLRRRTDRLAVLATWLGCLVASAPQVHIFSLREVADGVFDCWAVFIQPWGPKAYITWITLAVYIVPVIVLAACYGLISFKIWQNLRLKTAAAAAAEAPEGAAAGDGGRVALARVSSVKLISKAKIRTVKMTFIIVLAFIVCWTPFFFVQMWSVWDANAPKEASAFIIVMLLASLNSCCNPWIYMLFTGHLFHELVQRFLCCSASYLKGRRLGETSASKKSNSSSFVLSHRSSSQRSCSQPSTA
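test system = CHO-OTR cells, human receptor | compound = single-point 3.0 µM | schedule = 6 min compound pre-incubation at room temperature, 100 s kinetic read | signal = Fluo-8 no-wash calcium dye fluorescence, excitation 470-495 nm, emission 515-575 nm | repeats = single well per compound, singlicate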
M1 ag – agonists of human M1 muscarinic receptor; P11229; CHO-K1 hM1, Fluo-8 calcium fluorescence, agonist mode; 0% DMSO, 100% acetylcholine EC100; activation, % at 3 µM; 360,000 tested, 0.33% active; AID 588814;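 active = activation above the run's mean compound activation plus 3 SD, cut at about 16% in these data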;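 also: peak over basal fluorescence ratio within a 140 s kinetic read after compound addition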
CHO-K1 Ca antag – counter-screen for M1 antagonists: effect in parental CHO-K1 cells. ATP-induced calcium, Fluo-8 fluorescence. 360,000 tested, 0.6% active. inhibition, % at 3 µM;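 active = inhibition above a per-plate cutoff, the plate's mean sample inhibition plus 3 SD, cut at about 24% in these data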;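 also: 0% = DMSO plus EC80 ATP and 100% = DMSO alone without ATP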
M1 PAM – human CHRM1 positive allosteric modulation | P11229 | CHO-K1 hM1, Fluo-8 calcium fluorescence, ACh EC20; 0% = ACh EC20, 100% = maximal ACh | activation, % at 3 µM | 360,000 tested, 0.088% active | AID 588819; in the data active = activation above about 19%, passing the limit was not always enough
CHRM4 antagonist – antagonists of human muscarinic M4 receptor (CHRM4) | P08173 | CHO-hM4 cells, ACh EC80, Fluo-8 calcium fluorescence | inhibition, % at 3 µM | 360,000 tested, 0.73% active;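 active = inhibition above its plate's cutoff, the mean inhibition of sample wells plus 3 SD, cut at about 27% in these data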;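 also: 0% = acetylcholine EC80 with DMSO and 100% = DMSO without agonist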
* = called active by the depositor; / = not tested or not shown.

SMILES	CHRM4 agonist	CHO parental Ca	M1 ag parental	M1 antag	OXTR potentiator	M1 ag	CHO-K1 Ca antag	M1 PAM	CHRM4 antagonist
Cc1cnc(C(=O)Nc2ccc(C)c(S(=O)(=O)N3CCCCCC3)c2)cn1	3	/	0.2	-5	/	-5	2	2	6
O=C(NCCCCc1ccccc1)C1CC(c2ccc([N+](=O)[O-])cc2)=NO1 (stereo not given)	2	2	-0.4	0	-15	-4	-2	4	-1
CC(=O)Nc1ccc(C(=O)OCC(=O)NC(=O)NCc2ccccc2)cc1	0	/	0.1	-9	/	-1	-2	1	-7
Cc1cc(NC(=O)CC2CCCC2)ccc1Br	4	-15	1.6	3	-4	-8	-5	-6	-5
Cc1ccc(/C(O)=C2\C(=O)C(=O)N(C)C2c2ccc(Br)cc2)cc1 (stereo not given)	0	-7	-0.4	-5	1	-2	15	-1	4
CCOC(=O)C1CCCN(CCC(=O)Nc2ccccc2)C1 (stereo not given)	1	-16	0.1	4	-6	8	-5	-5	-7
CCc1cc(CNC(=O)C2CCC(=O)N(CCc3ccc(OC)cc3)C2)on1 (stereo not given)	1	-4	0.3	7	-4	-4	-4	-1	7
COc1ccccc1C(=O)Nc1ccc(S(=O)(=O)Nc2cnc3ccccc3n2)cc1	4	-11	4.3	-5	-26	-2	-14	6	-6
Cc1c(C(=O)OCC(=O)N2CC(C)OC(C)C2)oc2ccc(Br)cc12 (stereo not given)	5	-17	1.8	0	-10	-3	-8	3	1
O=[N+]([O-])c1ccccc1N(S(=O)(=O)c1ccccc1)S(=O)(=O)c1ccccc1	4	/	0.1	3	/	-1	-11	-5	10
O=C(NCc1cccnc1)c1ccc(Cl)cc1[N+](=O)[O-]	0	-21	2.9	-15	-10	0	-9	10	-3
CNc1ncc(C(=O)c2ccc(F)cc2)s1	1	-1	-0.5	4	-9	-7	4	-2	8
COC(=O)C1=NN(C(C)(C)CC(C)=O)C2C(=O)N(C3CCCCC3)C(=O)C12 (stereo not given)	0	-6	-0.2	-4	-9	0	-5	3	3
O=C(CCN1CCCCC1)N/N=C/c1ccc(Br)cc1	1	-3	0.2	-10	-2	-10	-5	8	-15
NNc1cc2c(nn1)CCN(C(=O)c1ccccc1)C2	3	/	1.8	-4	/	-5	-6	-6	-1
CC(C)n1ncc2c(C(=O)Nc3ccc(S(N)(=O)=O)cc3)cc(C3CC3)nc21	-1	-6	-0.6	-7	-4	-8	-5	0	7
COc1cc2c(cc1OC)C(c1ccccc1)N(C(=O)c1ccccc1F)CC2 (stereo not given)	5	-12	-0.1	-6	-8	-8	10	9	-6
CCOC(=O)c1c(OCC)[nH]c2c1cc(O)c1ccccc12	6	-5	1.4	3	-3	-10	-22	-2	14
COc1ccc(NC(=O)C2CCC2)cc1S(=O)(=O)Nc1cc(C)ccc1Br	10	-7	1.4	-12	-7	12	-15	13	3
CC(C)(C)c1ccc(C(=O)N2CCC(C(=O)NCc3ccco3)CC2)cc1	3	-1	0.3	-5	-19	-2	-5	9	-7
Cc1ccsc1/C=N/NC(=O)Cc1cc(=O)[nH][nH]1	1	-6	0.0	-17	4	-3	6	16	-3
O=C(NCc1ccccc1Cl)[C@@H]1CCCN1S(=O)(=O)c1ccc(Cl)cc1	3	-32	0.5	-16	-7	-5	-14	7	-3
Cc1ccn(CC(=O)N2N=C(C(F)F)CC2(O)C(F)F)n1 (stereo not given)	1	-8	-0.2	-1	-9	-6	-9	4	4
Cc1ccc(OCC(=O)N2CCCCC2C)c([N+](=O)[O-])n1 (stereo not given)	0	-6	0.3	-6	4	-3	-14	7	-15
Cc1cccc(NC2=CC(=O)CC(C)(C)C2)c1C	3	-13	0.8	-7	-11	1	-1	7	-6

Continued, starting with the last 3 of the part before.
SMILES	CHRM4 agonist	CHO parental Ca	M1 ag parental	M1 antag	OXTR potentiator	M1 ag	CHO-K1 Ca antag	M1 PAM	CHRM4 antagonist
Cc1ccn(CC(=O)N2N=C(C(F)F)CC2(O)C(F)F)n1 (stereo not given)	1	-8	-0.2	-1	-9	-6	-9	4	4
Cc1ccc(OCC(=O)N2CCCCC2C)c([N+](=O)[O-])n1 (stereo not given)	0	-6	0.3	-6	4	-3	-14	7	-15
Cc1cccc(NC2=CC(=O)CC(C)(C)C2)c1C	3	-13	0.8	-7	-11	1	-1	7	-6
COc1cc(CO)cc(-c2cc(CO)cc(OC)c2OC)c1OC	1	-5	0.1	-12	-5	-2	-8	8	1
CC1(C)CC2(CCCN(CC(O)(c3ccccc3)c3ccccc3)C2)CCO1 (stereo not given)	-2	-22	0.0	3	1	-7	-26	-15	-11
Cc1cc(C(=O)OCC(=O)NCc2ccco2)c(C)o1	0	0	0.2	-24	-3	-3	-10	12	-8
CC1(C)Cc2ccccc2-c2nc(-c3ccccc3)oc(=O)c21	0	-22	0.0	-16	-8	-5	-14	8	-2
CC1(c2nnnn2Cc2ccccc2)CCC(=O)N1CCc1ccccc1F (stereo not given)	2	/	0.1	/	/	/	-6	/	-5
O=C(Nc1cccc(Cl)c1)Nc1nc(-c2ccccc2)cs1	3	37*	6.5	20	-28	0	-11	-7	1
O=C(CSc1nnc(CNc2ccccc2)o1)N1CCc2ccccc21	3	13	2.8	-9	-8	-4	-16	4	-2
COc1ccc(NC(=O)c2cccc(S(=O)(=O)N3CCOCC3)c2)cn1	1	-7	1.2	-2	-2	-3	-10	2	9
O=S(=O)(c1ccc(-c2nc3ccccc3s2)cc1)N1CCCC1	1	-16	0.2	-6	-4	-6	-2	3	9
CSCC[C@H](NC(=O)C1CCN(S(=O)(=O)c2ccc(C)cc2)CC1)C(=O)NCC1CCCO1 (stereo not given in full)	-1	-17	0.0	-11	2	-4	-6	6	7
COc1cccc(-c2nnc(SCc3nc4ccccc4[nH]3)n2N)c1	2	2	0.5	-11	-9	-6	-8	4	-18
Cc1cccc(N(C(=O)Cn2nnc(-c3ccccc3F)n2)C(C(=O)NC(C)(C)C)c2ccncc2)c1 (stereo not given)	0	-15	0.5	-9	6	-5	-3	3	8
CCCc1ccc2oc(C(=O)N(Cc3nccn3C)C(C)C)c(C)c2c1	2	-12	-0.2	21	-15	-5	-10	-11	-28
O=C(Nc1cccc2c1CCCC2)C1CCN(c2nnnn2-c2ccccc2)CC1	3	-29	0.5	-10	-15	-3	-8	10	0
CCCSc1nc2c(c(=O)n1-c1ccc(OCC)cc1)SCC2	0	-12	0.5	-7	-20	-3	1	5	2
CCc1c(-c2ccccc2)nc(N)c(C#N)c1-c1cccs1	-2	-16	0.1	-1	-4	-3	-1	4	-2
Cc1ccccc1OCC(O)CN1CCN(CCN2C(=O)c3cccc4cccc(c34)C2=O)CC1 (stereo not given)	6	-24	1.3	0	-21	-10	4	-6	-4
CC(=O)N1CCN(c2ccc([N+](=O)[O-])c(NCc3cccnc3)c2)CC1	0	-12	-0.2	-9	-4	-1	-9	10	-6
COc1cc(C(=O)OCC(=O)c2c(N)n(C)c(=O)n(C)c2=O)ccc1OCCC(C)C	1	-5	0.9	-9	-2	-9	-5	8	-4
COC(=O)c1ccccc1NC(=O)CN1CCC(n2nnc3cc(F)ccc32)CC1	3	-22	0.9	-1	-1	-3	-4	7	5
COCc1cccc(-c2csc(C(O)c3ccc(F)c(F)c3)n2)c1 (stereo not given)	3	/	1.4	12	/	-3	-1	-11	7
Cc1ccc(NC(=O)CSc2nc(=O)n(CCCN3CCOCC3)c3c2CCCC3)c(C)c1	0	-27	-0.1	0	-1	-8	8	3	-2
NC(=O)C1CCCN(C(=O)CN2C(=O)NC(c3ccccc3)(c3ccccc3)C2=O)C1 (stereo not given)	0	/	-0.2	3	/	-3	-3	2	-5
Nc1ccc(S(=O)(=O)Nc2ccc(S(N)(=O)=O)cc2)cc1	2	3	0.5	-5	4	-2	-11	1	6
COc1ccc(C2(C(=O)Nc3ccc(OC)cc3OC)CCCC2)cc1	1	-30	0.4	-7	0	-7	-9	6	-5
(cont.)
SMILES	CHRM4 agonist	CHO parental Ca	M1 ag parental	M1 antag	OXTR potentiator	M1 ag	CHO-K1 Ca antag	M1 PAM	CHRM4 antagonist
O=C1CCCN1CCC1CCN(C2CC(=O)N(c3ccc(F)cc3)C2=O)CC1 (stereo not given)	0	2	0.6	-5	8	-3	-1	4	12
CCCCNCCOCCOc1ccc(C)cc1[N+](=O)[O-]	1	-13	0.6	-7	-4	-3	-8	5	2
O=C(O)c1cccc(Cn2c(Cl)c(/C=N/NC(=O)c3ccccc3)sc2=O)c1	0	-6	-0.1	-1	-7	-2	-5	7	-5
COc1ccccc1N1CCN(C(=O)CN(C)S(=O)(=O)c2ccc3c(c2)c(=O)n(C)c(=O)n3C)CC1	6	-19	1.9	5	-13	-5	-18	-2	2
CCOc1ccc(N(CC(=O)Nc2ccccc2OC)S(C)(=O)=O)cc1	1	-10	8.6	-14	-2	-5	20	2	3
CCCN(CC(=O)Nc1ccc(Cl)cc1Cl)C(=O)/C=C/c1cc(OC)ccc1OC	1	-27	0.0	-11	-9	-8	2	6	-11
Cc1ccc(CC(=O)Nc2ccc([N+](=O)[O-])cc2C)cc1	0	11	0.1	-7	-5	-8	12	8	-7

An excerpt from above in order of molecular weight, largest number first.
SMILES	CHRM4 agonist	CHO parental Ca	M1 ag parental	M1 antag	OXTR potentiator	M1 ag	CHO-K1 Ca antag	M1 PAM	CHRM4 antagonist
COC(=O)c1ccccc1NC(=O)CN1CCC(n2nnc3cc(F)ccc32)CC1	3	-22	0.9	-1	-1	-3	-4	7	5
COc1cc2c(cc1OC)C(c1ccccc1)N(C(=O)c1ccccc1F)CC2 (stereo not given)	5	-12	-0.1	-6	-8	-8	10	9	-6
COc1cc(CO)cc(-c2cc(CO)cc(OC)c2OC)c1OC	1	-5	0.1	-12	-5	-2	-8	8	1

Sorted by the number under M1 PAM (low to high): three of the compounds above
structure	M1 PAM
COc1ccccc1N1CCN(C(=O)CN(C)S(=O)(=O)c2ccc3c(c2)c(=O)n(C)c(=O)n3C)CC1	-2
CCOc1ccc(N(CC(=O)Nc2ccccc2OC)S(C)(=O)=O)cc1	2
O=C(O)c1cccc(Cn2c(Cl)c(/C=N/NC(=O)c3ccccc3)sc2=O)c1	7
